# Screening results (PubChem BioAssay)
# esBAF inh: blocks esBAF chromatin remodeling in mouse ES cells; Bmi1-luciferase knock-in reporter, 24 h; 100% = twice the neutral-well signal; reporter increase, % at 12.5 µM; hit rate 2% among 350,000; in the data active = activation above about 40%;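 note: 0% = median of the plate's neutral control wells and 100% = double that signal; a rise in the Bmi1 reporter signal indicates esBAF inhibition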
# ERAP1 inh: ERAP1 (human) enzyme inhibition | Q9NZ08 | recombinant ERAP1, Leu-AMC fluorescence, 60 min | inhibition, % at 10.7 µM | hit rate 0.15% among 340,000;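 active = mean replicate inhibition of at least 30%, or all replicates individually reaching that 30% level; inactive = mean below 30% and not every replicate reaching it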;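 note: 0% = neutral control wells and 100% = L-leucinethiol positive control wells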
# ARNT TACC3 PPI: ARNT/TACC3 interaction disruption. AlphaScreen His-ARNT PAS-B/GST-TACC3 binding, luminescence; TACC3 fragment carries E629A point mutation. inhibition, % at 9.99 µM. hit rate 0.66% among 390,000. AID 623870;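 active = mean inhibition of replicates at least 50% and at least half of replicates each reaching 50%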;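 note: 0% = complete ARNT plus TACC3 wells and 100% = ARNT alone without TACC3; many hits fall short of the cut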
# GSIS activator: GLuc luminescence reporter in INS-1E cells, primary screen for activators of glucose-dependent secretion of insulin | AID 743287 | hit rate 0.61% among 370,000 | INS-1E GLuc reporter insulin secretion, 2-3 h | activation, % at 16.6 µM;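 active = lowest replicate activation of at least 40%, so every replicate reaches that level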;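 note: 0% = median of neutral control wells and 100% = median of IBMX positive control wells; some compounds called inactive have numbers as strong as hits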
# F508del corr: correctors of CFTR F508del function in bronchial epithelial cells | CFBE cells, YFP halide quenching; stimulated with forskolin plus potentiator P3; % fluorescence drop versus neutral controls | activity (quench increase), % at 7.58 µM | hit rate 0.36% among 350,000;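 active = mean added fluorescence quench of at least 8% versus neutral control, with both replicates also reaching 8%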;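 note: cells transiently co-express mutant CFTR-F508del with the halide-sensitive YFP; corrector assay measuring rescue of mutant channel to the surface after 24 h compound exposure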
# RAD52 inh: RAD52 (human) annealing inhibition; P43351; recombinant RAD52 DNA annealing, FRET fluorescence; inhibition, % at 18.7 µM; hit rate 0.46% among 360,000;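 active = every replicate showing at least 50% inhibition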
# Target sequence (P43351 whole entry, looked up): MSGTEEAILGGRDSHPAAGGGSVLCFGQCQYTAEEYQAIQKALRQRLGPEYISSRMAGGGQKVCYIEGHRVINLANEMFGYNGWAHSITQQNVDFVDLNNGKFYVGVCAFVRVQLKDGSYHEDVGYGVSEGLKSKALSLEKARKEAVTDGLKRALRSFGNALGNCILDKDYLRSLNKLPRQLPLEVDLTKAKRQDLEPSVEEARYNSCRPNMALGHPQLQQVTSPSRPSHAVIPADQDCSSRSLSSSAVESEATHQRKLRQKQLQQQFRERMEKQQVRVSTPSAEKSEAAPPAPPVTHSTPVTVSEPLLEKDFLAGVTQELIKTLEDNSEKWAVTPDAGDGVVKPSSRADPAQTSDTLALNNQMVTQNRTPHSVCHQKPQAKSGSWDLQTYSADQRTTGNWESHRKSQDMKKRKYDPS
# XiGFP reactiv: reactivates the inactive X chromosome in mouse fibroblasts. hit rate 0.055% among 360,000. XiGFP mouse fibroblasts, % GFP-positive cells imaging, 3 d; cells co-treated with 5-aza-dC sensitizer; scaled so ellipticine positive control = 100%. activation, % at 7.58 µM;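 active = mean normalized replicate activation at least 10% and every replicate at or above 10%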;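 note: 0% = median of on-plate neutral control wells and 100% = ellipticine 6 µM median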
#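 System: 68-5-11 XiGFP fibroblast line | Buffer or medium: DMEM containing 5-aza-dC | Compound: Single point | Times: Compounds 3 days, fix/stain 15 min at room temperature | Benchmarks: Positive control ellipticine, 6 µM final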
# RAD54 branch: inhibitors of human RAD54 branch migration; Q92698; RAD54 Holliday junction branch migration, FAM/BHQ fluorescence; inhibition, % at 10.4 µM; hit rate 0.14% among 360,000;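 active = mean normalized replicate activity at least 40 and at least half of replicates scoring 40 or more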;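 note: 0% = median of neutral control wells and 100% = median of positive control wells; inhibitors cause a drop in the FAM fluorescence signal; in these data hits start at about 50%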
# An asterisk follows results filed as active; x = not tested or not shown.
# Every second line gives: GSIS activator	ERAP1 inh	RAD52 inh	ARNT TACC3 PPI	RAD54 branch	XiGFP reactiv	esBAF inh	F508del corr
> CS(=O)(=O)c1ccc(Cl)c(NC(=O)CCN2C(=O)NC3(CCCC3)C2=O)c1
→ 2.1	-0.4	-12.9	-12.8	x	-0.1	4.5	-1.1
> Cc1nc2cc(C(=O)NCc3ccc4c(c3)OCO4)ccc2n1-c1ccc(Br)cc1
→ x	-0.5	-20.4	-0.7	x	0.2	x	x
> CC(C)NC(=O)Nc1ccc2c(c1)CC(=O)N([C@H](C)CO)C[C@H](C)[C@H](CN(C)Cc1ccc3c(c1)OCO3)O2
→ 9.7	-3.4	-8.8	15.9	6.9	-0.1	3.3	0.7
> COc1ccc(OC)c(NC(=O)CCNS(=O)(=O)c2cccc3nonc23)c1
→ 0.2	1.3	-8.6	-4.4	-9.3	0.0	3.9	-2.9
> CCOc1ccc(-c2c(C(=O)N/N=C/c3cccnc3)nnn2-c2nonc2N)cc1
→ x	2.0	-12.6	6.5	-3.6	0.0	1.4	1.0
> Cc1cc(C(=O)OCC(=O)NCc2cccs2)ccc1[N+](=O)[O-]
→ 17.2	-5.0	-4.9	-5.1	-1.5	0.0	-6.8	0.1
> CC(C)C#Cc1ccc2c(c1)O[C@@H](CN(C)Cc1ccccn1)[C@@H](C)CN([C@@H](C)CO)S2(=O)=O
→ -10.1	6.5	8.8	-1.2	-4.2	0.3	-0.1	1.6
> Cc1ccc(NC(=O)CN2CCN(CCN=CC3=C(O)CC(c4ccccc4)CC3=O)CC2)cc1 (stereo unspecified)
→ x	4.0	-9.2	-1.8	x	0.0	x	x
> COc1ccc(CCNC(=O)c2c(Cl)ccc(Cl)c2OC)cc1OC
→ 4.1	-0.5	-5.5	-5.1	11.7	0.2	-3.2	2.1
> COc1cccc(/C=C/C(=O)OCC(=O)NCc2ccco2)c1
→ 26.3	x	x	4.2	-8.8	0.1	x	x
> CCOCCOC(=O)c1[nH]c2c(c1C)C(=O)CC(c1cc(OC)c(OC)c(OC)c1)C2 (stereo unspecified)
→ -29.4	0.6	-1.3	0.2	-0.8	0.3	-0.6	-1.6
> CCCC#Cc1ccc2c(c1)O[C@H](CN(C)Cc1cncnc1)[C@H](C)CN([C@H](C)CO)S2(=O)=O
→ -18.4	0.0	3.3	-4.1	0.7	-0.3	-3.7	2.3
> CCn1c(SCC(=O)NC2CCCCC2)nc2c(c1=O)SCC2
→ -2.1	-0.6	1.2	1.4	10.4	0.2	-0.3	-0.6
> CCCNC(=O)N1CC2(CN(S(=O)(=O)c3ccccc3)C2)c2c(n(C)c3cc(OC)ccc23)[C@@H]1CO
→ 5.8	-5.1	0.8	x	x	0.1	x	7.1
> O=C1C=CC(=O)N1N(c1ccccc1)c1ccccc1
→ -29.7	2.0	-13.9	-6.7	6.3	0.0	1.0	x
> CCC(=O)Nc1ccc2c(c1)C(=O)N(C)C[C@H](OC)[C@@H](C)CN(C(=O)Cc1cccnc1)[C@@H](C)CO2
→ 6.7	-2.9	-5.4	-9.0	-6.7	0.4	-1.0	1.2
> CC(C)NC(=O)N1[C@H](CO)[C@H](c2ccccc2)[C@@H]1CNC(=O)CN(C)C
→ -1.7	x	x	-3.8	1.7	-0.1	-0.2	2.0
> Cc1ccc(C)c(Nc2c([N+](=O)[O-])c(=O)oc3ccccc23)c1
→ x	x	-13.8	4.1	6.0	0.0	x	3.0
> CC(=O)c1ccc(NC(=O)c2ccc3c(c2)C(=O)N(c2ccccn2)C3=O)cc1
→ -2.4	1.2	-4.2	-2.9	-2.0	0.2	-2.6	5.3
> O=C(CCc1nnc(-c2ccsc2)o1)N1CCc2c(Cl)cccc2C1
→ -8.4	-1.9	-16.5	-5.0	2.3	0.5	39.8	0.1
> CCN(CC)C(=O)CN1CCN(c2ccccc2F)CC1
→ 6.8	-0.8	-1.2	-3.9	12.7	x	1.0	x
> COc1ccc(N(C(=O)c2snc(C(N)=O)c2N)C(C(=O)NC2CCCC2)c2cc(OC)ccc2OC)c(OC)c1 (stereo unspecified)
→ 19.2	-3.0	2.6	3.0	-6.7	0.1	6.6	0.8
> O=[N+]([O-])c1ccc(Sc2nnnn2-c2ccccc2)nc1
→ -3.1	-0.6	-12.0	x	x	1.9	x	-9.4
> Cc1ccccc1NC(=O)C(C)OC(=O)CCC(=O)c1ccccc1 (stereo unspecified)
→ 6.1	-4.2	3.0	x	-6.3	0.8	4.3	-0.8
> OC[C@@H]1CN(Cc2cccc3ccccc23)C[C@H](n2cnc3c(NCc4ccco4)ncnc32)O1
→ -10.7	3.6	-70.3	x	-6.6	0.0	3.0	-0.6
> O=C(NCc1ccc(F)cc1)c1cc(C2CCCCN2S(=O)(=O)c2cccc3cccnc23)on1 (stereo unspecified)
→ 20.8	-0.9	-7.6	x	-3.2	0.0	4.5	-1.8
> O=C(NCCCNC(=O)c1cc(Cl)ccc1Cl)c1ccccn1
→ 17.4	-2.0	-16.1	11.7	-0.3	0.0	2.5	-1.0
> O=C(Nc1ccccc1)NC1CCCCNC1=O (stereo unspecified)
→ -10.5	0.6	-7.7	x	-0.9	0.6	x	-1.8
> CS(=O)(=O)c1ccc(-c2nnc(NC(=O)c3cccc(N4C(=O)CCC4=O)c3)o2)cc1
→ 5.8	5.6	-9.0	43.4	x	0.3	x	1.9
> Cc1noc(C)c1NC(=O)N(C)C[C@H]1OCCCC[C@H](C)Oc2ccc(NC(=O)CCC(F)(F)F)cc2C(=O)N([C@@H](C)CO)C[C@H]1C
→ 4.9	1.7	-14.7	-4.3	-3.8	-0.7	-2.9	-1.4
> Cc1oc2cc3c(C(=O)N4CCCCC4)c(C)oc3cc2c1C(=O)N1CCCCC1
→ -11.5	x	x	-5.2	2.1	x	148.9*	x
> COc1ccccc1NC(=O)C1CCCN(C(=O)Nc2ccc(F)cc2)C1 (stereo unspecified)
→ -2.5	-1.5	-6.8	-1.8	-15.5	x	-4.7	1.1
> CCCCn1c(C(C)NC(=O)CC)nc2ccccc21 (stereo unspecified)
→ x	18.4	9.8	-8.1	-5.0	0.0	-5.7	-2.3
> Nc1ccccc1SSc1ccccc1N
→ -45.1	19.4	-11.1	17.1	10.3	-0.1	20.7	-0.9
> NC(=O)c1ccccc1Br
→ 13.0	0.4	-12.8	-1.1	-4.0	-0.1	1.6	-1.2
> O=C(Nc1ccc(N2CCN(C(=O)c3ccccc3F)CC2)cc1)c1cncc(Br)c1
→ 0.8	-2.0	-7.7	-3.0	5.2	-0.1	x	-1.4
> CSCC[C@H](NC(=O)C1CCN(C(=O)[C@H](Cc2ccccc2)NS(=O)(=O)c2ccc(C)cc2)CC1)C(=O)O
→ -10.0	0.9	-5.9	10.0	-9.2	0.1	-4.0	1.3
> COC(=O)c1cc(S(=O)(=O)N2CCN(c3ccccc3)CC2)c[nH]1
→ 13.3	3.2	-8.6	1.6	-4.1	-0.2	-1.1	-3.1
> O=C(CSc1ccc(-c2ccco2)nn1)NC1CCCC1
→ 40.1*	1.0	-0.3	4.0	x	0.5	x	-0.7
> CCOC(=O)COc1cc([N+](=O)[O-])cc2cccnc12
→ 2.7	-3.0	9.9	-5.6	-9.0	0.2	-2.2	-1.2
> C/C=C/c1ccc2c(c1)O[C@@H](CN(C)Cc1ccc(C(=O)O)cc1)[C@@H](C)CN([C@H](C)CO)S2(=O)=O
→ 29.6	0.3	20.3	-6.4	-5.6	-0.3	4.0	0.9
> Cn1c2ccccc2c(=O)c2c(=O)n(Cc3ccccc3)c(-c3ccc(F)cc3)nc21
→ 10.0	-1.5	-1.5	0.0	x	0.4	x	-0.7
> C[C@@H]1CN([C@@H](C)CO)C(=O)CCCn2cc(nn2)CO[C@@H]1CN(C)C(=O)Nc1ccc(N2CCCCC2)cc1
→ -4.2	6.7	3.1	14.6	5.0	-0.5	2.3	-4.8
> Cc1oc(-c2ccccc2Cl)nc1CS(=O)CC(=O)NCc1ccco1 (stereo unspecified)
→ -3.5	-4.4	-6.6	22.1	-8.7	-0.1	3.5	-0.2
> Cc1ccc(S(=O)(=O)N(C)C[C@H]2Oc3ccc(NC(=O)Cc4cn(C)c5ccccc45)cc3CC(=O)N([C@H](C)CO)C[C@@H]2C)cc1
→ 0.1	3.0	19.7	26.7	7.6	0.3	1.1	-0.1
> CCOCCCN(C(=O)Nc1ccc(CC)cc1)C1CCN(C(C)=O)CC1
→ 22.4	x	x	4.5	-6.3	x	4.6	x
> Cc1[nH]c(=O)sc1C(=O)NCc1ccc([N+](=O)[O-])cc1
→ 28.4	x	-13.8	x	5.0	0.5	-7.0	-0.5
> Cc1ccc(Cn2c(C)c3cnn(CC(=O)NCc4ccccn4)c(=O)c3c2C)cc1
→ -13.8	0.8	-4.5	4.4	-3.5	-0.1	2.7	2.8
> CC(C)C#Cc1ccc([C@@H]2[C@H](C#N)N(C(=O)CN(C)C)[C@H]2CO)cc1
→ -4.8	-3.4	-11.9	-1.0	-10.9	-0.2	0.8	-5.3
> CC(C)C#Cc1ccc2c(c1)O[C@H](CN(C)C(=O)c1cccnc1)[C@@H](C)CN([C@H](C)CO)S2(=O)=O
→ 2.1	-1.6	6.8	-5.0	-4.3	0.5	6.5	3.4
> CO[C@@H]1CN(C)C(=O)c2ccc(NC(=O)c3cc(C)on3)cc2OC[C@@H](C)NC[C@H]1C
→ 1.8	1.6	-6.6	6.6	7.7	-0.1	2.8	-1.7
> COc1ccc(NC(=O)Nc2ccc3c(c2)C(=O)N([C@H](C)CO)C[C@@H](C)[C@@H](CN(C)C(=O)Nc2ccc(F)cc2)O3)cc1
→ 6.6	-0.1	-17.0	0.1	4.6	-1.1	-16.8	3.3
> C[C@@H]1CN([C@@H](C)CO)C(=O)c2cccc(NS(C)(=O)=O)c2O[C@H]1CN(C)S(=O)(=O)c1cccs1
→ 12.7	0.2	-5.6	-11.6	2.6	-1.1	-2.3	0.2
> CCCC(=O)Nc1ccc2c(c1)OC[C@H](C)N(Cc1cccc(F)c1)C[C@H](C)[C@@H](OC)CN(C)C2=O
→ -28.0	-0.3	6.8	x	x	-0.5	x	-1.4
> CCC1(C)Cc2ccccc2C(=O)N1 (stereo unspecified)
→ 2.3	11.9	-7.1	-2.7	-2.7	0.2	0.4	-0.9
> O=C(Nc1ncccc1O)c1ccc2c(c1)OCO2
→ 7.6	2.9	-4.3	11.4	5.0	0.5	3.4	0.4
> COCC(=O)Nc1ccc2c(c1)C(=O)N(C)C[C@@H](OC)[C@@H](C)CN(C(=O)Cc1cccnc1)[C@@H](C)CO2
→ 13.7	1.1	-1.4	-4.2	-7.6	0.2	-7.9	-0.8
> CN(c1ccc(OCc2ccc([N+](=O)[O-])cc2)cc1)S(=O)(=O)c1ccccc1
→ -0.4	1.9	-6.4	-2.9	-7.7	0.0	9.5	-0.1
> C[C@@H]1CN([C@@H](C)CO)C(=O)c2cc(NC(=O)Nc3ccc4c(c3)OCO4)ccc2O[C@@H]1CN(C)S(C)(=O)=O
→ -1.5	2.3	-3.1	1.3	1.1	-1.2	0.4	-0.7

# Compounds were not picked by outcome. About 3.3% of those tested had a hit in this group.
